# Compound activity as filed in PubChem.
# RAD54 inh – blocks human RAD54 Holliday junction branch migration; FAM/BHQ fluorescence; actives 0.14% (n = 360,000); inhibition, % at 10.4 µM;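 active = mean normalized replicate activity at least 40 and at least half of replicates scoring 40 or more; inconclusive = only one of the two criteria met; inactive = mean below 40 and under half of replicates reaching 40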;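 also: 0% = median of neutral control wells and 100% = median of positive control wells; inhibitors cause a drop in the FAM fluorescence signal; in these data hits start at about 50%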
# CASP6 VEID inh – inhibitors of human caspase-6; P55212; inhibition, % at 12.5 µM; actives 0.53% (n = 350,000); purified caspase-6, Z-VEID-R110 cleavage fluorescence;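 active = mean inhibition across replicates at least about 35%, with every replicate also reaching that limit, limit read from the data; inconclusive = only one of the two criteria met; inactive = neither criterion met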;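 also: 0% = median of neutral control wells and 100% = no fluorescence left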
# Target sequence (P55212 24-179 limits assumed): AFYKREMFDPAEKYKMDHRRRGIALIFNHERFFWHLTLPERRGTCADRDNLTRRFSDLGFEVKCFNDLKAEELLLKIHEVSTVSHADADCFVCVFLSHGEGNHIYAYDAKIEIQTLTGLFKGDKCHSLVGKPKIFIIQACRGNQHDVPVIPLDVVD
# Target sequence (P55212 194-293 limits assumed): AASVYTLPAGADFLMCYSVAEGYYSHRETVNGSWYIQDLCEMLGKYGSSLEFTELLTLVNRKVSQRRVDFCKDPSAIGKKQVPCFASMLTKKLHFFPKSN
# DENV2 CPE rescue – inhibitors of DENV2 cytopathic effect; DENV2-infected cells, cytopathic effect rescue, plate reader; CPE inhibition, % at 9.99 µM; actives 1.7% (n = 350,000); AID 651640; in the data active = CPE inhibition above about 20%, passing the limit was not always enough; inconclusive = no clear call, values can overlap the other calls; tested in BHK-21 cells;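 also: 0% = median of neutral control wells and 100% = median of positive control wells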
# RAD52 anneal inh – RAD52 (human) annealing inhibition; recombinant RAD52 DNA annealing, FRET fluorescence; P43351; AID 651710; actives 0.46% (n = 360,000); inhibition, % at 18.7 µM;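 active = every replicate showing at least 50% inhibition; inconclusive = mean inhibition at least 50% but not in every replicate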
# Target sequence (P43351 whole entry, looked up): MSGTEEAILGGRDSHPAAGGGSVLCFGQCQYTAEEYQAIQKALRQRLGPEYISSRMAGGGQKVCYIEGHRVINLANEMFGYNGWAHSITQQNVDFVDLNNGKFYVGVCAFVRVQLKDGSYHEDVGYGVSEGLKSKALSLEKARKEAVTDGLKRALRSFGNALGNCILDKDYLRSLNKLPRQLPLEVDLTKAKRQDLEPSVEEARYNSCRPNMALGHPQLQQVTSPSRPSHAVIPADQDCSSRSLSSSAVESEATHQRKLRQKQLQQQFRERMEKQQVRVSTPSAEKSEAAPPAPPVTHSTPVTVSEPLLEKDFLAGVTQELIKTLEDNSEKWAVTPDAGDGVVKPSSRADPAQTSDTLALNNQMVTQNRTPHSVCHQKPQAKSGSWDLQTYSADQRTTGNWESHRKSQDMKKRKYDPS
# E-selectin induc – induces E-selectin expression in human endothelial cells; activation, % at 7.58 µM; actives 0.37% (n = 260,000); P16581; HUVEC E-selectin immunofluorescence imaging; normalized: neutral wells 0, TNF-alpha wells 100;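 active = mean E-selectin-positive cell signal at least 10% of the positive control, reached in at least 60% of replicates, without over 20% cell loss; inconclusive = no rule given, readout overlaps actives, possibly toxicity-flagged; inactive = the rest, including those meeting only one limit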;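 also: in these data hits start at about 27%; measured in HUVEC primary endothelial cells; signal is the percent of cells scored E-selectin positive by PE staining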
#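 Test system: HUVEC | Signal: Immunofluorescence imaging | Read-out: Percent E-selectin-positive cells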
# CFTR F508del cor – CFTR F508del correction in bronchial cells | activity (quench increase), % at 7.58 µM | actives 0.36% (n = 350,000) | AID 720511 | CFBE cells, YFP halide quenching; stimulated with forskolin plus potentiator P3; % fluorescence drop versus neutral controls;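 active = mean added fluorescence quench of at least 8% versus neutral control, with both replicates also reaching 8%; inconclusive = only one of the mean or replicate conditions met; inactive = mean below 8% and not both replicates reaching 8%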;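 also: cells transiently co-express mutant CFTR-F508del with the halide-sensitive YFP; corrector assay measuring rescue of mutant channel to the surface after 24 h compound exposure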
# INS-1E GSIS act – GLuc luminescence reporter in INS-1E cells, primary screen for activators of glucose-dependent secretion of insulin | actives 0.61% (n = 370,000) | INS-1E GLuc reporter insulin secretion, 2-3 h | activation, % at 16.6 µM | AID 743287;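 active = lowest replicate activation of at least 40%, so every replicate reaches that level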;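 also: 0% = median of neutral control wells and 100% = median of IBMX positive control wells; some compounds called inactive have numbers as strong as hits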
# XiGFP reactiv – activators of X-chromosome reactivation in mouse fibroblasts. XiGFP mouse fibroblasts, % GFP-positive cells imaging, 3 d; cells co-treated with 5-aza-dC sensitizer; scaled so ellipticine positive control = 100%. activation, % at 7.58 µM. actives 0.055% (n = 360,000);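 active = mean normalized replicate activation at least 10% and every replicate at or above 10%; inconclusive = only one of the two criteria met; inactive = mean below 10% and not all replicates reach 10%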;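 also: 0% = median of on-plate neutral control wells and 100% = ellipticine 6 µM median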
#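 System: XiGFP fibroblasts, SV40-immortalized. Medium: DMEM plus 5-aza-dC sensitizer. Doses: single point. Timing: 3 d treatment, 15 min room-temperature fixation. Control set: ellipticine 6 µM.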
# Active calls of the source: *; ? = inconclusive; . = not tested or not shown.
SMILES,RAD54 inh,CASP6 VEID inh,DENV2 CPE rescue,RAD52 anneal inh,E-selectin induc,CFTR F508del cor,INS-1E GSIS act,XiGFP reactiv
COc1ccc(NC(=O)COC(=O)C2CCCN2C(=O)OC(C)(C)C)cc1Cl (centres undefined),4,-3,-4,-3,0.3,-0.2,-7,0.0
Cc1cc(C)c2c(N)c(C(=O)c3cccc(Cl)c3)sc2n1,7,-1,1,-16,0.1,1.9,2,0.1
CC(C)CC#Cc1ccc2c(c1)O[C@H](CN(C)S(C)(=O)=O)[C@H](C)CN([C@H](C)CO)S2(=O)=O,-5,3,-5,16,0.1,.,-23,-0.8
O=C(Cc1ccccc1)N/N=C/c1cc(Br)cc(Br)c1O,-6,-6,-2,-11,-0.2,1.4,9,0.4
CCC(NC(=O)c1cc(COc2ccc(OC)cc2Cl)on1)c1ccncc1 (centres undefined),5,-2,-8,-41,-0.2,6.0,-35,-0.1
O=C(O)Cn1nncc1-c1ccc(C(F)(F)F)cc1,11,1,?,-13,0.0,-0.6,30,0.3
Cc1ccc(NC(=O)c2cc(-c3cc(Cl)ccc3C)n[nH]2)cc1NS(C)(=O)=O,10,-2,27*,-18,-0.2,-0.4,-13,0.0
Oc1c(C(Nc2nccs2)c2ccc(C(F)(F)F)cc2)ccc2cccnc12 (centres undefined),.,-1,4,-8,.,0.9,-20,-0.1
Cc1cc([N+](=O)[O-])nn1CCCC(=O)N1CCN(c2ccccc2)CC1,.,-3,-2,-11,-0.1,.,-1,0.0
O=c1[nH]c(=S)[nH]c2c1C(c1ccc(F)cc1)OC(CCc1ccccc1)C2 (centres undefined),.,5,11,-8,-0.3,0.2,-24,-0.1
Cc1ccc(NC(=O)c2ccc3nsnc3c2)c(C)c1,4,-2,-4,-17,.,-3.7,12,0.3
CC(C)OC(=O)C(C)(C)Oc1ccc(C(=O)c2ccc(Cl)cc2)cc1,1,3,-2,-7,0.0,-1.6,.,0.0
COc1ccc(-c2cc(NC=O)c3ncc(-c4cc(OC)c(OC)c(OC)c4)n3c2)cc1,5,4,20,-8,-0.1,5.6,-5,4.1
Clc1ccccc1-c1cc2nc(NCc3ccco3)ccn2n1,5,2,13,-63,0.3,0.3,-3,-0.1
Cc1ccc(OC(=O)C2CSC3(C)CCC(=O)N23)c(Br)c1 (centres undefined),-10,5,1,13,.,4.8,-12,-0.1
C=CCSC1=C(C#N)C(c2ccc(OCC)cc2)CC(=O)N1 (centres undefined),-25,-3,-2,-6,0.3,0.5,-6,0.4
N/C(=N\c1nc(CSc2ccccn2)cc(=O)[nH]1)Nc1ccc(Cl)cc1Cl,-2,-1,.,-16,4.4,-3.8,25,0.0
C[C@H](CO)N1C[C@H](C)[C@@H](CN(C)S(C)(=O)=O)Oc2ccc(NC(=O)Cc3ccccc3)cc2CC1=O,-2,0,23*,15,3.4,-1.9,3,0.1
O=C(C[C@H]1C/C=C\CC[C@@H](Cc2ccc(F)cc2)C(=O)O[C@@H](c2ccccc2)CNC1=O)N[C@H](CO)Cc1ccccc1,-1,3,10,-1,-0.1,-1.7,5,0.0
O=C(C[C@@H]1CC[C@@H]2[C@H](COC[C@H](O)CN2C(=O)Nc2cccc(F)c2)O1)NCc1ccccc1Cl,7,4,4,7,0.0,-1.2,-12,0.2
Cc1nnc(NC(=O)CCSc2ccc(Cl)cc2)s1,1,0,5,-14,-0.2,-4.4,3,0.5
C[C@H]1CN([C@@H](C)CO)C(=O)c2cc(NC(=O)C3CCCCC3)ccc2O[C@H]1CN(C)Cc1ccccc1,-3,-1,-1,4,9.2,0.0,-12,0.1
COc1cc(F)c(S(=O)(=O)N2CCOc3ccccc32)cc1OC,-5,6,7,-13,0.1,2.5,-15,-0.1
COCCCN=CC1=C(O)CC(c2ccccc2)CC1=O (centres undefined),-10,-3,?,-3,.,0.4,2,0.3
C[C@H](CO)N1C[C@H](C)[C@H](CN(C)Cc2ccncc2)Oc2c(NC(=O)Nc3cccc4ccccc34)cccc2C1=O,3,2,7,7,0.1,-1.8,-2,-0.3
# Next part.
SMILES,RAD54 inh,CASP6 VEID inh,DENV2 CPE rescue,RAD52 anneal inh,E-selectin induc,CFTR F508del cor,INS-1E GSIS act,XiGFP reactiv
C=CCN(CC=C)C(=O)Nc1cc(OC)ccc1OC,-1,2,-3,3,-0.1,-1.3,10,0.0
COc1cccc(-c2cc3nc(NCc4ccccc4F)n(C)c(=O)c3s2)c1,-10,-1,-12,-2,2.0,1.4,.,-0.1
CCOC(=O)c1sc(NC(=S)NC(=O)c2ccccc2)nc1C,.,-8,2,-7,.,-1.0,10,0.0
OC1C2COC(O2)C2OC(c3ccccc3)OC12 (centres undefined),-1,4,-2,-1,.,-2.3,.,.
O=C(CN1CCCc2ccccc21)N/N=C/c1ccc(O)cc1O,-8,-4,-4,-70,.,.,.,0.0
CO[C@@H]1CN(C)C(=O)c2cc(NC(=O)c3cnccn3)ccc2OC[C@@H](C)N(CCc2ccccc2)C[C@@H]1C,4,-3,2,-6,0.6,1.8,-3,-0.5
Cc1cc(=O)oc2c3c(cc(OCC(=O)NCC(=O)O)c12)OC(C)(C)CC3,-10,0,1,-21,0.2,0.0,22,0.0
Cc1nn(CC2CC2)c(=O)n1-c1ccccc1,12,1,4,-12,-1.8,1.0,6,0.5
COc1ccc(C(O)c2ncc(-c3ccccc3F)[nH]2)cc1 (centres undefined),-1,1,3,-7,0.3,3.9,-13,1.4
COc1ccc2nc(N3CCN(C(=O)c4ccc5ncsc5c4)CC3)sc2c1,-5,1,?,-6,.,4.4,8,0.1
COc1ccccc1/C=N/NC(=O)CNC(=O)c1ccccc1,.,-1,-2,4,-0.9,1.3,-5,0.0
C/C(Cl)=C/Cn1c(N2CCCC2)nc2c1c(=O)[nH]c(=O)n2C,0,1,6,1,-0.2,2.3,39,0.2
Cc1cc(C)c2cc(C#N)c(NCCNC(=O)c3ccccn3)nc2c1,.,4,-14,-6,-0.1,-0.1,34,0.3
O=C(CSc1nccc(=O)[nH]1)N1c2ccccc2CCc2ccccc21,0,-1,6,-13,.,0.4,1,.
CC(=O)Nc1cccc(C(=O)OC(C)C(=O)Nc2ccc(S(=O)(=O)N3CCCC3)cc2)c1 (centres undefined),-4,-2,3,-18,-0.1,4.6,-10,0.0
CCOc1c(Nc2ccccc2O)c(=O)c1=O,.,4,-2,-11,0.0,0.0,4,0.0
c1coc(CNc2ncnc3nc[nH]c23)c1,-2,5,-8,-9,-2.4,4.2,-2,0.1
CC(C)C(NC(=O)c1ccc(F)cc1)C(=O)NCC1CCCO1 (centres undefined),6,1,9,7,.,-1.6,-9,?
O=C(COc1ccccc1Cl)Nc1nc(-c2ccncc2)cs1,-2,-2,13,-6,2.1,-0.8,14,0.4
O=C(C1CCN(c2nc(-c3ccccc3)nc3c2CCC3)CC1)N1CCC(O)CC1,-14,-2,-6,-9,-0.4,-0.7,29,0.2
O=C(Nc1nnc([C@@H]2C[C@H](O)[C@@H](CO)O2)s1)Nc1cccc2ccccc12,-12,8,1,-23,-0.1,-3.9,-20,0.1
CCOC(=O)c1cc(NC(=O)c2cccnc2)ccn1,.,-2,-1,2,.,-2.6,31,0.0
CCOC(=O)C1=CCN(S(=O)(=O)c2ccccc2F)C1c1cccc(Cl)c1 (centres undefined),9,3,4,-19,-0.7,0.5,-8,0.0
CC(=O)N1CC(=O)N2[C@H](C1)[C@@H](c1ccc(-c3ccc(C#N)cc3)cc1)[C@@H]2CO,.,5,3,5,0.1,-2.4,-1,0.6
O=C(CN1C(=O)NC2(CCCC2)C1=O)Nc1cc(Cl)ccc1Oc1ccccc1,5,0,3,-8,0.5,-1.4,-46,0.0
# (next part)
SMILES,RAD54 inh,CASP6 VEID inh,DENV2 CPE rescue,RAD52 anneal inh,E-selectin induc,CFTR F508del cor,INS-1E GSIS act,XiGFP reactiv
Cc1nc2c(=O)n(-c3cccc(C(F)(F)F)c3)nc(C)c2s1,.,1,-1,-6,.,2.5,-3,-0.1
COCC#Cc1ccc([C@@H]2[C@@H](CO)N3CCCCN(Cc4cncnc4)C[C@H]23)cc1,3,-1,5,-8,0.1,1.5,0,0.1
COc1ccc(OCc2nnc3n2N=C(c2ccccc2)C(CC(=O)O)S3)cc1 (centres undefined),-10,2,6,-5,0.1,2.3,4,0.1
CCCCOc1cccc(C2C(C(=O)c3ccc(C)o3)=C(O)C(=O)N2Cc2ccco2)c1 (centres undefined),5,33,0,-11,-0.1,0.9,-27,0.0
CCOc1ccc(Cl)cc1-c1cc(C(=O)Nc2cc(OC)c(OC)c(OC)c2)[nH]n1,7,-4,8,-4,0.1,2.6,.,-0.1
Cn1ccc2c(N3CCOCC3)cc3c(c21)C1CCC3O1 (centres undefined),-1,3,48*,-14,-1.6,1.6,3,.
C[C@@H]1CN([C@H](C)CO)C(=O)c2cc(N(C)C)ccc2O[C@@H](C)CCCCO[C@@H]1CN(C)Cc1ccncc1,2,1,0,-8,-0.2,-1.7,7,1.5
CCC(C)NC(=O)CSc1nc2c(sc(=S)n2-c2cc(Cl)ccc2OC)c(=O)[nH]1 (centres undefined),-21,.,12,-5,0.0,1.9,-18,0.2
C[C@H]1CN([C@@H](C)CO)C(=O)c2cccc(NC(=O)Nc3ccccc3)c2O[C@@H]1CN(C)C(=O)Nc1ccc(F)cc1,9,7,?,7,-0.1,2.5,-14,-0.3
O=C(CSc1nnc(NC(=O)c2c(F)cccc2F)s1)NCc1ccco1,7,7,-15,3,.,-0.4,12,0.3
Cc1cnccc1CN(C)C(=O)CC1C(=O)NCCN1CC1CCCCC1 (centres undefined),.,-2,1,-3,2.7,-1.4,14,-0.1
Cc1ccccc1NC(=O)c1c([N+](=O)[O-])c(C(C)(C)C)nn1C,.,.,.,.,-0.3,-1.5,-7,1.4
COc1ccc(-c2c(NC(=O)C(C)C)n(C)c3ccccc3c2=O)cc1,6,-7,16,-6,.,0.3,13,.
CC1CCN(Cc2c(C(=O)N/N=C/c3ccc(OC(C)C)cc3)nnn2-c2nonc2N)CC1,-8,0,-5,0,.,4.0,-11,0.0
O=C(Cc1c[nH]c2ccccc12)NCc1ccccc1F,.,2,-3,-5,.,-2.1,-10,0.1
Cc1cc[n+](CC(=O)c2cc3ccccc3oc2=O)cc1,7,-8,?,-9,-0.7,1.9,12,0.1
COc1ccc(OCC(=O)N2CCC3(CC2)CC(=O)c2ccccc2O3)cc1,9,-3,-5,-6,.,-1.9,-12,0.5
CCOc1ccc(-c2ccc(SCC(=O)N3CCOCC3)nn2)cc1,.,-3,1,-23,1.1,0.8,3,-0.1

# Part of the list above, limited to RAD52 anneal inh:
mol | RAD52 anneal inh
O=C(C1CCN(c2nc(-c3ccccc3)nc3c2CCC3)CC1)N1CCC(O)CC1 | -9
O=C(Nc1nnc([C@@H]2C[C@H](O)[C@@H](CO)O2)s1)Nc1cccc2ccccc12 | -23

# 3 entries drawn at random from the list so far:
SMILES,RAD54 inh,CASP6 VEID inh,DENV2 CPE rescue,RAD52 anneal inh,E-selectin induc,CFTR F508del cor,INS-1E GSIS act,XiGFP reactiv
C[C@@H]1CN([C@H](C)CO)C(=O)c2cc(N(C)C)ccc2O[C@@H](C)CCCCO[C@@H]1CN(C)Cc1ccncc1,2,1,0,-8,-0.2,-1.7,7,1.5
Cc1nc2c(=O)n(-c3cccc(C(F)(F)F)c3)nc(C)c2s1,.,1,-1,-6,.,2.5,-3,-0.1
O=C(Cc1c[nH]c2ccccc12)NCc1ccccc1F,.,2,-3,-5,.,-2.1,-10,0.1
